Screens from PubChem BioAssay.
SNCA viab count: reduces viability of HEK-293 SNCA reporter cells. HEK-293-SNCA-luc viability, GF-AFC fluorescence, 24 h. Potency, µM (doses to about 57.1 µM), for inactives: at the highest dose activity change, negative = cytotoxicity, most hits filed as cytotoxic. 150,000 tested, 0.12% active;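 note: potency is the fitted concentration of half-maximal effect; 0% = DMSO-treated cells and -100% = medium-only wells without cells; nearly all actives have a fitted effect of over 30% in size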
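Cytotoxicity counterscreen: after 24 h compound treatment of genome-edited SNCA-luciferase HEK-293 cells, live-cell protease substrate GF-AFC read by fluorescence after 30 min; activity scaled between DMSO (0%) and medium-only (-100%), curves Hill-fitted.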
HEK cytotox: kills HEK 293 cells | HEK 293 viability, ATP luminescence (CellTiter-Glo), 48-72 h | Potency, µM (highest dose often 115 µM), for inactives: top-dose activity change, negative = cytotoxicity, hits mostly inhibitors | 94,000 tested, 6.6% active | AID 1345083; note: potency is the fitted concentration of half-maximal effect; nearly all actives have a fitted effect of over 60% in size
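HEK 293 seeded at 250 cells/well receive compound via pintool. After 48 or 72 hr at 37 degree Celsius, 5% CO2 and 95% humidity, CellTiter-Glo is dispensed and luminescence read following 10 min at room temperature.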
GPT2 inhibitor: inhibitors of human GPT2 alanine aminotransferase. Potency, µM (doses to about 57.7 µM), inactives show top-dose activity change, negative = inhibition, usual class: inhibitors. 100,000 tested, 0.25% active. Recombinant GPT2, coupled pyruvate oxidase/HRP Amplex Red fluorescence; note: potency is the fitted concentration of half-maximal effect; nearly all actives have a fitted effect of over 60% in size; many of its hits are not listed in these tables
Target sequence (Q8TD30 whole entry, looked up): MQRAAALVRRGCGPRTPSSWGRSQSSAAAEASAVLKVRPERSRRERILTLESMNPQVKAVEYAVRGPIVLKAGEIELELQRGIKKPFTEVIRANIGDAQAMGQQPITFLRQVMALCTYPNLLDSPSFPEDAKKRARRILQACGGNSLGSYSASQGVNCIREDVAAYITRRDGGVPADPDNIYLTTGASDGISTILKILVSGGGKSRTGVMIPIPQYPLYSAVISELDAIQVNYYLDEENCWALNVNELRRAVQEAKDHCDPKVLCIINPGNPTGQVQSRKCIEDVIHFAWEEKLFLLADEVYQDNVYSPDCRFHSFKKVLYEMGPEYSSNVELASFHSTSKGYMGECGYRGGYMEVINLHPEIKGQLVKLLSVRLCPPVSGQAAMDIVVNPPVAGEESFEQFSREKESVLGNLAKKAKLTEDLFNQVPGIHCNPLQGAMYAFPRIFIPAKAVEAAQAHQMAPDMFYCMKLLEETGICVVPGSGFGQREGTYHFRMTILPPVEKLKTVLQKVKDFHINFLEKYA
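Fluorescence of coupled pyruvate oxidase/HRP/Amplex Red system (50uM Amplex, 30 min, dark) reports pyruvate formed by GPT2. Enzyme reaction: 10ng/uL GPT2, 2mM L-alanine, 250uM a-KG, 30 min room temperature, pH 7.5; 50uM AOA control.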
NIH3T3 tox: kills NIH 3T3 cells; AID 1345082; NIH 3T3 viability, CellTiter-Glo ATP luminescence, 48-72 h; 94,000 tested, 4.3% active; Potency, µM (highest dose often 96.7 µM), for inactives: at the highest dose activity change, negative = cytotoxicity, actives largely listed as inhibitors; note: potency is the fitted concentration of half-maximal effect; nearly all actives have a fitted effect of over 55% in size
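Cytotoxicity is measured as loss of cellular ATP: NIH 3T3 cells (400/well) are exposed to compound for 48 or 72 hr at 37 °C, then CellTiter-Glo luminescence is imaged after 10 min at room temperature.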
SNCA expr inh: SNCA gene expression inhibition; HEK-293 SNCA-luciferase knock-in, luminescence, 24 h; Potency, µM (series often up to 57.2 µM), for inactives: at the highest dose activity change, negative = inhibition, hits mostly inhibitors; 140,000 tested, 0.17% active; AID 1671194;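 note: potency is the fitted concentration of half-maximal effect; plate controls were DMSO cells for no effect and cell-free wells for full effect; nearly all actives have a fitted effect of over 45% in size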
FLuc inh: inhibitors of firefly (Photinus pyralis) luciferase; AID 1347043; Potency, µM (top dose mostly 115 µM), for the others: at the highest dose activity change, negative = inhibition, most hits filed as inhibitors; P08659; 76,000 tested, 2.5% active; purified P. pyralis luciferase, luminescence, biochemical; note: potency is the fitted concentration of half-maximal effect; nearly all actives have a fitted effect of over 65% in size
Target sequence (P08659 whole entry, looked up): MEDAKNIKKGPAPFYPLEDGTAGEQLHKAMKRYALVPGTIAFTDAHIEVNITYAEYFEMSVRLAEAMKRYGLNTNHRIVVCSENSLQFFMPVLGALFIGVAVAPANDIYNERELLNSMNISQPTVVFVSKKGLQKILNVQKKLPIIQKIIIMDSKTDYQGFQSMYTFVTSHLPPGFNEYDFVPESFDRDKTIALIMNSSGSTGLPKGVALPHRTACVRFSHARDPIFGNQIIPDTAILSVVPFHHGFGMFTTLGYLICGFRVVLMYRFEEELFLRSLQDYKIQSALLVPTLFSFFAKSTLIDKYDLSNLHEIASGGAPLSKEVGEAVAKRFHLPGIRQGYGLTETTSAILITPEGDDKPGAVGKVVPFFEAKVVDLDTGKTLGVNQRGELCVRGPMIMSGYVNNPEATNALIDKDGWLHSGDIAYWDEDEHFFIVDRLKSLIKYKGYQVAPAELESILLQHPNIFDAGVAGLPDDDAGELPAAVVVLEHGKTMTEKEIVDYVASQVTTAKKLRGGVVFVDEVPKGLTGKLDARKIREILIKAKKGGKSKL
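Luminescence read by CCD imager after adding enzyme (10nM final) to wells holding compound, titrated in qHTS. Substrates 10uM each D-luciferin and ATP; buffer 50mM Tris acetate pH 7.5, 10mM Mg acetate, Tween-20, BSA.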
IP6K1 inhibitor: blocks human inositol hexakisphosphate kinase 1; IP6K1 kinase, ADP-Glo luminescence, 2 h; active compounds read low; activity change, % (series mostly up to about 58 µM); 140,000 tested, 0.81% active; in the data active = activity change below about -25%
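ADP-Glo luminescence measures ADP made by human IP6K1 during a 2 h RT reaction with ATP/IP6 (mix at 1.3 mM/130 uM); top library doses 57.5 and 19.1 uM final.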
Numbers without * were called inactive; i = inactive; ? = inconclusive; · = not tested or not shown; & = joins results of further samples; [ ] = another dose, or the depositor's remark. Unless noted, calls come from the whole dose curve; as a rule, active = well fitted curve in the direction sought with a large enough effect; inconclusive = small, poorly fitted or top-dose-only effect, or another doubt; inactive = no such curve, though single readings can be large; an effect the other way counts as inactive or inconclusive. Unless noted, % is set by controls: 0 for no effect and ±100 for the full control effect. The order is random; about 7.7% have a hit in one of these screens.

#	molecule	SNCA viab count	HEK cytotox	GPT2 inhibitor	NIH3T3 tox	SNCA expr inh	FLuc inh	IP6K1 inhibitor
1	O=C(NCCc1ccc(Cl)cc1)C1CCN(S(=O)(=O)c2ccc3[nH]ccc3c2)CC1	3%	·	·	·	?	·	-11
2	COc1ccc(OCC2CN(c3ccc(OC)cc3)C(=O)c3ccc(C)nc3O2)cc1 (configuration not stated)	·	?	·	-25%	·	·	4
3	CCOc1ccc(CN(CCc2ccc3c(c2)OCO3)Cc2cc(OC)cc(OC)c2)cc1	7%	·	·	·	-19%	·	-7
4	CCCC(O)CN1CCC(=O)N(CCOC)Cc2cc(F)ccc21 (configuration not stated)	·	?	·	-28%	·	·	21
5	Cc1noc(-c2cn(C3CCN(C(=O)c4ccc[nH]4)CC3)nn2)n1	4%	-5%	-8%	?	21%	-2%	51
6	Cc1cccc(C(=O)N2CCCC(c3noc(-c4cc5c(=O)[nH]c(C)cn5n4)n3)C2)c1 (configuration not stated)	-11%	?	i	-40%	?	0%	0
7	CN(C)c1ccc(C(=O)N2CCN(C(=O)c3ccc(N(C)C)cc3)[C@H](C(=O)N[C@H](Cc3c[nH]c4ccccc34)C(N)=O)C2)cc1	2%	-10%	i	-22%	1%	4%	3
8	O=C(CN1C(=O)NC2(CCOCC2)C1=O)Nc1cc(F)cc(F)c1	0%	7%	i	i	45%[activator]	-11%	4
9	COc1ccc(CN2Cc3cc(NC(=O)c4ccc5c(c4)OCO5)ccc3OC(C)C2=O)cc1 (configuration not stated)	-24%	22µM*	i	?	-17%	-23%	-4
10	CCOc1ccccc1CN1CCCN(S(C)(=O)=O)C(c2ccccc2)CC(=O)NCC1 (configuration not stated)	-5%	-12%	i	-30%	-5%	-4%	-1
11	CCCSCCCNC(=O)c1sc2nc(C)cc(C)c2c1-n1cccc1	0%	·	·	·	16%	·	-14
12	COCCN(C)C[C@H]1C[C@H](CO)CN(C(=O)c2ccc(SC)cc2)C1	2%	-9%	-11%	-17%	?	-1%	5
13	O=C(Nc1cccc(Cl)c1)N1CCCCC1c1noc(COCC2CC2)n1 (configuration not stated)	-14%	?	i	?	-22%	-15%	-3
14	Cn1ncc2c(C(=O)Nc3ccc(F)cc3)cc(-c3cccc(F)c3)nc21	·	?	·	?	·	·	10
15	CC(C)N1CC(Oc2cccc(C(=O)N3CCOCC3)c2)C1	8%	5%	i	i	33%[activator]	-3%	12
16	COc1ccc(-c2cc(N3CCC(NC(=O)c4ccc5c(c4)OCO5)CC3)n[nH]2)cc1	-11%	?	-6%	?	-28%	4%	28
17	O=C(CCC[C@@H]1[C@H]2CCCN3CCC[C@@H](CN1C(=O)c1ccccc1)[C@@H]23)NCCCN1CCCC1=O	8%	-2%	-9%	2%	5%	10%	1
18	CCCC1CN(Cc2cccc(F)c2)C(=O)c2ccc(C)nc2O1 (configuration not stated)	·	50µM*	·	?	·	·	-5
19	Cc1noc(C)c1S(=O)(=O)N(CC(=O)NCc1ccccc1)c1ccc(C(C)C)cc1	3%	·	·	·	-14%	·	-5
20	CC1CCCC(C)N1C(=O)c1ccc2nc(-c3ccncc3)oc2c1 (configuration not stated)	-4%[87.6 µM]	71µM*	5%[88.5 µM]	-29%[138 µM]	27%[87.6 µM]	·	8
21	O[C@@H]1C[C@@H](c2nnc3n2CCN(Cc2ccc(F)cc2F)C3)N(Cc2ccccc2)C1	10%[12.5 µM]	-16%	i	-10%	-22%	0%	-3
22	COCCN1CCCCC(CC(=O)Nc2cc(OC)cc(OC)c2)C1=O (configuration not stated)	6%	i	2%	2%	-4%	-2%	12
23	O=c1c2nc(-c3ccccc3)ccc2ncn1-c1ccccc1	3%[87.6 µM]	?	1%[88.5 µM]	?	134%[activator][87.6 µM]	-26%[172 µM]	2
24	N#CC1=C2SCN(C3CCCCC3)CN2C(=O)CC1c1ccc(Br)cc1 (configuration not stated)	-8%	·	·	·	-23%	·	-23
25	CCc1cccc(-n2nnnc2N2CCN(C(=O)NC3CCCCC3)CC2)c1	4%	-8%	4%	-13%	-19%	·	4
26	COc1ccc2c(c1)c1c(c(=O)n(-c3cccc(C)c3)c(=O)n1CC(=O)NCC1CCCO1)n2C (configuration not stated)	?	·	·	·	?	·	22
27	O=C(c1ccccc1Cl)N1CCC(c2nc3ccccc3s2)CC1	8%	·	·	·	?	·	19
28	Cc1ccc(Cl)cc1NC(=O)CCn1cnc2ccccc2c1=O	6%	·	·	·	103%[activator]	·	11
29	CCS(=O)(=O)c1ncc(Cl)c(C(=O)NCc2ccc(OC)cc2)n1	?	·	·	·	22µM*	·	-2
30	COc1ccc(Nc2ncc(C(=O)N3CCN(c4ccccc4OC)CC3)c3ccccc23)cc1	-15%	·	·	·	-13%	·	28

Sorted by molecular weight (falling): 8 of the compounds above
#	molecule	SNCA viab count	HEK cytotox	GPT2 inhibitor	NIH3T3 tox	SNCA expr inh	FLuc inh	IP6K1 inhibitor
17	O=C(CCC[C@@H]1[C@H]2CCCN3CCC[C@@H](CN1C(=O)c1ccccc1)[C@@H]23)NCCCN1CCCC1=O	8%	-2%	-9%	2%	5%	10%	1
19	Cc1noc(C)c1S(=O)(=O)N(CC(=O)NCc1ccccc1)c1ccc(C(C)C)cc1	3%	·	·	·	-14%	·	-5
24	N#CC1=C2SCN(C3CCCCC3)CN2C(=O)CC1c1ccc(Br)cc1 (configuration not stated)	-8%	·	·	·	-23%	·	-23
16	COc1ccc(-c2cc(N3CCC(NC(=O)c4ccc5c(c4)OCO5)CC3)n[nH]2)cc1	-11%	?	-6%	?	-28%	4%	28
13	O=C(Nc1cccc(Cl)c1)N1CCCCC1c1noc(COCC2CC2)n1 (configuration not stated)	-14%	?	i	?	-22%	-15%	-3
27	O=C(c1ccccc1Cl)N1CCC(c2nc3ccccc3s2)CC1	8%	·	·	·	?	·	19
8	O=C(CN1C(=O)NC2(CCOCC2)C1=O)Nc1cc(F)cc(F)c1	0%	7%	i	i	45%[activator]	-11%	4
4	CCCC(O)CN1CCC(=O)N(CCOC)Cc2cc(F)ccc21 (configuration not stated)	·	?	·	-28%	·	·	21

(cont.)
#	molecule	SNCA viab count	HEK cytotox	GPT2 inhibitor	NIH3T3 tox	SNCA expr inh	FLuc inh	IP6K1 inhibitor
31	CCCNC(=O)N1CCC2(CCCCO2)CC1	-2%	-2%	-7%	-3%	28%	-5%	17
32	O=C(c1nc(-c2ccc(F)cc2)c2ccccn12)N1CCN(c2ncccn2)CC1	4%	?	-4%	?	2%	4%	8
33	COc1ccc(CC(=O)N2CCn3c(nnc3-c3ccc(OC)cc3)C2)cc1	-16%	-8%	-4%	-6%	-24%	-4%	-4
34	CCOc1ccc2c(n1)CCN(C(=O)Cc1c(C)noc1C)C2	0%[12.5 µM]	?	i	?	-2%	-2%	13
35	CC(C)NC(=O)N(C1CC1)C1CCOC2(CCN(C(=O)C3(c4ccccc4)CC3)CC2)C1 (configuration not stated)	2%	i	-15%	-5%	38%[activator]	12%	2
36	CCc1ccc(CNC(=O)c2cc3c(=O)oc4ccc(C)cc4c3s2)cc1	-9%	·	·	·	0%	·	13
37	C[C@@H](NS(C)(=O)=O)c1onc(-c2cccnc2)c1C(=O)O	-6%[87.6 µM]	-2%[172 µM]	?	-6%[138 µM]	58%[activator][87.6 µM]	2%[172 µM]	22
38	Cc1cccc(C)c1NC(=O)CSc1nc(-c2ccccc2)nc2c1Cc1c(CO)cnc(C)c1O2	11%	·	·	·	19%	·	36
39	Cc1ccc(C)c(CN2C[C@@H]3C(=O)N(CCN4CCc5ccccc5C4)C(=O)[C@@H]3C2)c1	-6%	?	i	?	-19%	-4%	-8
40	CCn1ncc(N2CCCC(CC(=O)Nc3ccc(C)c(C)c3)C2)cc1=O (configuration not stated)	-3%	?	-14%	?	11%	-27%	26
41	CCOC(=O)c1cccc(NC(=O)CCn2c(-c3ccc(F)cc3)cc(C(=O)OCC)c2C)c1	-9%	·	·	·	?	·	8
42	COC1CN(C2CCN(C(=O)Cc3ccccc3)CC2)C12CCOCC2 (configuration not stated)	-6%	-10%	3%	i	0%	2%	4
43	Cn1nc(C2CCCN(C(=O)CCc3ccccc3)C2)n(-c2ccccc2)c1=O (configuration not stated)	4%	-1%	i	-15%	-12%	-12%	4
44	CN(C)Cc1cccc(-c2cc(-c3ccncc3)c3cncn3c2)c1	0%[87.6 µM]	?	-6%[88.5 µM]	?	-2%[87.6 µM]	-3%[172 µM]	-12
45	COCC1CCN(C(=O)C2CCCN(S(=O)(=O)c3cn(C)cn3)CCC(=O)NCC2)CC1 (configuration not stated)	1%	1%	i	-1%	3%	6%	8
46	CCOc1ccc(CC(=O)N2CCc3cc(OC)c(OC)cc3C2COc2ccc3c(C)cc(=O)oc3c2)cc1 (configuration not stated)	-6%	·	·	·	15%	·	18
47	Cc1ccc(-n2nc(C)c3nc(CCC(=O)Nc4ccc(F)cc4)c(=O)n(C)c32)cc1	17%	·	·	·	23%	·	13
48	COc1ccc(NC(=O)N2CCC(n3c(C)nc4cccnc43)CC2)cc1OC	-14%	·	·	·	-7%	·	8
49	COc1ccc(CCNC(=O)C23CCC=C2N(C2CCCC2)C(=O)CC3)cc1OC (configuration not stated)	3%	?	i	-24%	122%[activator]	·	14
50	Cc1cccc(C(C(=O)N2CCN(CC(=O)NC(C)C)CC2)N(C)C)c1 (configuration not stated)	8%	-17%	-6%	-5%	21%	-3%	11
51	COc1cccc(NC(=O)C(Cc2ccccc2)NS(=O)(=O)c2ccc3c(c2)c(=O)n(C)c(=O)n3C)c1 (configuration not stated)	-14%	·	·	·	?	·	27
52	COC(=O)[C@H](NC(=O)[C@@]1(O)C[C@@H](O)[C@H](O)[C@@H](NC(=O)Nc2ccc(C)cc2)C1)C(C)C	3%[87.6 µM]	-1%[172 µM]	i	-6%[174 µM]	0%[87.6 µM]	3%[172 µM]	-10
53	CCN(CC)CCNC(=O)c1ccc(N)cc1	3%	·	-8%&-6%	·	0%	·	23&-1
54	CO[C@H]1C(=O)N(C(C)C)[C@H]1C1CCN(C(=O)CCn2cccn2)CC1	1%	-4%	i	-20%	74%[activator]	·	8
55	COc1ccc2[nH]cc(CCN=C(NC(=O)c3ccccc3OC)Nc3nc(C)cc(C)n3)c2c1	-29%	·	·	·	-16%	·	-21
56	CC1CCCC2OC2C(=O)c2c(O)cc(O)cc2CC(=O)O1 (configuration not stated)	-9%	·	2%	·	·	·	-11
57	COc1ccc(NC(=O)c2ncoc2-c2ccco2)cc1Cl	-6%	·	·	·	25%	·	-6
